AddAB inh: less growth of phage-infected E. coli with AddAB; E. coli expressing H. pylori AddAB, absorbance growth; inhibition, % at 11.9 µM; actives 0.29% (n = 330,000); AID 435030; in the data active = inhibition above about 12%;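 also: 0% = vehicle wells of infected cells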
E coli growth: bacterial growth inhibition, counter-screen for AddAB inhibitors. E. coli V3065 growth, OD600 absorbance, 18 h. inhibition, % at 11.9 µM. actives 0.27% (n = 330,000);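 active = inhibition above the campaign's mean inhibition across all tested compounds plus 3 SD, cut at about 9.9% in these data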;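 also: uninfected addAB+ strain grown without phage in ampicillin broth; 0% = DMSO wells and 100% = ciprofloxacin 0.95 µg/ml wells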
PfHsp90 yeast 2: reduces growth (ATP signal) of yeast expressing P. falciparum Hsp90 | S. cerevisiae expressing PfHsp90, BacTiter-Glo ATP, 48 h; yeast lacking PDR1 and PDR3 efflux regulators | inhibition, % at 9.4 µM | actives 0.32% (n = 310,000) | AID 504621;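 active = every replicate shows inhibition above about 80%, whatever the replicate mean, limit read from the data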;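 also: 0% = DMSO neutral controls and 100% = 20 µM radicicol positive controls; yeast relying on Plasmodium falciparum Hsp90 in place of its own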
phage Ecoli inh: E. coli growth loss with phage present; growth absorbance; inhibition, % at 11.9 µM; actives 0.26% (n = 360,000); in the data active = inhibition above about 11%
Tat export inh: E. coli Tat transport inhibition. E. coli MC4100 TorA-mCherry Tat export, fluorescence. inhibition, % at 10 µM. actives 0.036% (n = 340,000). AID 488895;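 active = mean replicate inhibition at least 50% and at least half of replicates individually reaching 50%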;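 also: exported cargo escapes ClpAP degradation while cytoplasmic cargo is degraded and loses fluorescence; 0% = median of neutral control wells and 100% = median of NaSCN control wells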
Arr AP2 block: human beta-arrestin and AP2 interaction inhibition; FITC-arrestin peptide / GST-AP2 beads, flow cytometry; AP2 beta2 appendage carries R879A mutation; inhibition, % at 10 µM; actives 0.31% (n = 340,000); AID 504490;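 active = inhibition above a set limit, near 3 SD of compounds lacking own fluorescence, cut at about 54% in these data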;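 also: plate controls were DMSO wells for no effect and 5 µM unlabelled arrestin peptide for full effect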
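System: GST-AP2 R879A bound to glutathione beads, E. coli-expressed. Also added: 50 nM FITC-arrestin peptide. Schedule: compound with beads 12 min RT, then probe 1 h RT. Signal: bead flow cytometry, FITC channel. Read-out basis: percent response.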
PKA-R1A activ: activators of PKA-R1A complex. AID 504707. activation, % at 11.4 µM. P00514+P68181. PKA-R1A dissociation, Cy5-IP20 fluorescence polarization; scaled: DMSO 0%, 113 µM cGMP 100%. actives 0.083% (n = 340,000);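 active = percent activation above the mean of all tested compounds plus 3 SD, cut at about 19% in these data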;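 also: higher means more PKAc released from R1A so a rise in polarization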
Mot1-301 SUMO: inhibitors of SUMOylation pathway: yeast Mot1-301 growth rescue. actives 1% (n = 320,000). AID 2716. growth rescue, % at 18.8 µM. S. cerevisiae Mot1-301 growth rescue, ATP luminescence, 38.5C; percent above DMSO median, 100 means doubled;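 active = every valid replicate shows activation above 250% relative to neutral control wells; inactive = the rest, any valid replicate at or below 250%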;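 also: OY570 slx delta 5 strain wells were the positive control but not used for scaling; some compounds called inactive have numbers as strong as hits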
OPRM1-OPRD1 inv: inverse agonist of human OPRM1-OPRD1 heterodimerization | AID 504357 | inhibition, % at 9.3 µM | actives 0.21% (n = 340,000) | P35372+P41143 | cell-based MOR-DOR heterodimer luminescence, inverse agonism; in the data active = inhibition above about 22%, passing the limit was not always enough;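 also: 0% = cells with DMSO and 100% = wells without cells with DMSO; values of inactives mirror those of a sister screen read the other way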
Target sequence (P35372 whole entry, looked up): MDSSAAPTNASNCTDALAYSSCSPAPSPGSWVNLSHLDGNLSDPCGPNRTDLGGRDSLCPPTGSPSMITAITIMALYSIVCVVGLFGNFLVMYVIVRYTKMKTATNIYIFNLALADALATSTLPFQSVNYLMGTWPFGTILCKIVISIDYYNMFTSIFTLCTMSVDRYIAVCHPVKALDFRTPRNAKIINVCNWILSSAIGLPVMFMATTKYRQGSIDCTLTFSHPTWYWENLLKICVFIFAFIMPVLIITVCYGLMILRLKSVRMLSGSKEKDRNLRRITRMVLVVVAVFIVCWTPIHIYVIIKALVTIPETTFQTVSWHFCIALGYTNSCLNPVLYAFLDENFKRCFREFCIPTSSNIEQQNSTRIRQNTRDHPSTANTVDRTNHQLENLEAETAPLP
Target sequence (P41143 whole entry, looked up): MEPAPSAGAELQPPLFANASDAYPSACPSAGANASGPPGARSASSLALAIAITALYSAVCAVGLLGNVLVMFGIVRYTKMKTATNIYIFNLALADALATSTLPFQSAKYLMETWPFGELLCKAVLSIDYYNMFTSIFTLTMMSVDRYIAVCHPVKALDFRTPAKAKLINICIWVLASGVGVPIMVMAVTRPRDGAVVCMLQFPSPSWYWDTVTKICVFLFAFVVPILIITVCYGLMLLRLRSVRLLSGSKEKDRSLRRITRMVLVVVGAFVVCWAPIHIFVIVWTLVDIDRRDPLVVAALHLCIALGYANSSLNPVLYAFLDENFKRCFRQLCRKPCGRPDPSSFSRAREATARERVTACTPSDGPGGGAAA
Pemphigus Ab inh: blocks pemphigus antibody binding to human desmoglein-3; AID 588358; binding (percent of control), % at 10 µM; DSG3-coupled beads, scFv-anti-DSG3-GFP binding, flow cytometry; active compounds read low; P32926; actives 0.48% (n = 310,000);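 active = binding more than 3 SD below its plate's average and above zero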;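 also: hits lower antibody fragment binding to DSG3; some compounds called inactive have numbers as strong as hits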
MOR-DOR ag: OPRM1-OPRD1 heterodimerization agonism; P35372+P41143; cells, luminescence; activation, % at 9.3 µM; actives 0.3% (n = 340,000); in the data active = activation above about 18%;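 also: 0% = vehicle-treated cells and 100% = reference agonist; values of inactives mirror those of a sister screen read the other way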
* = called active by the depositor; / = no result given.

The line under a structure holds: AddAB inh	E coli growth	PfHsp90 yeast 2	phage Ecoli inh	Tat export inh	Arr AP2 block	PKA-R1A activ	Mot1-301 SUMO	OPRM1-OPRD1 inv	Pemphigus Ab inh	MOR-DOR ag
O=C(NC1CCN(S(=O)(=O)c2ccccc2)CC1)c1ccc(F)cc1
 : -1.2	-3.9	8	2.2	-2	-5	-9	682	3	110	-0.6
O=C(NCc1ccc2c(c1)OCO2)c1ccc(NS(=O)(=O)c2ccc3c(c2)OCCO3)cc1
 : -2.0	0.3	-8	3.1	-10	0	-1	-5	6	100	-1.3
Cc1noc(C(F)(F)F)c1C(=O)NNC(=O)c1cccc(C(F)(F)F)c1
 : -0.6	-0.8	6	1.6	-7	-9	-3	-16	13	106	-2.4
CCCCn1c(N)c(N(CCOC)C(=O)C2CCN(C(=O)c3ccc(Cl)cc3)CC2)c(=O)[nH]c1=O
 : -0.3	0.5	/	0.0	-13	2	15	-10	8	98	-1.5
C[C@H]1COC(=O)[C@H](CC(=O)OC(C)(C)C)C/C=C\C[C@@H](CC(=O)N[C@@H](CO)Cc2ccccc2)C(=O)N1
 : -0.6	-2.5	-1	3.3	4	6	-1	4	9	103	-1.6
Cc1ccc(NC(=O)CSCC(=O)Nc2ccccc2C(=O)N2CCCCC2)cc1
 : 1.0	0.5	-1	2.4	4	-1	2	-1	10	103	-1.9
CC(C)(Oc1ccc(Cl)cc1)C(=O)OCC(=O)Nc1ncc(Cl)cc1Cl
 : 1.5	-3.4	/	0.5	-3	-2	-12	/	-25	98	5.5
CCOc1nc(C)cc(C)c1S(=O)(=O)c1cccc(Cl)c1
 : -1.1	1.7	2	-0.6	1	9	-2	-1	-17	111	3.8
CCC(C)C(NC(=O)C1CCC(C)CC1)C(=O)Nc1ccc(OC)cc1OC (centres undefined)
 : 1.3	-1.6	0	2.9	-9	3	5	-22	7	96	-1.3
C/C(CCc1ccc2c(c1)OCO2)=N\NC(=S)NC(C)C
 : 1.1	-1.4	/	1.1	3	22	-6	/	5	120	-1.0
CCOC(=O)C[C@H]1c2cc(F)ccc2S(=O)(=O)N1c1cccc(OC)c1
 : 3.2	-1.0	3	3.9	6	25	-1	-21	-14	106	2.4
CSc1ccc(/C=N/NC(=O)c2cccs2)cc1
 : 2.1	0.8	-1	3.0	-5	-1	/	131	/	91	/
COc1ccccc1NC(=O)N(c1c(N)n(Cc2ccccc2)c(=O)[nH]c1=O)C1CCCC1
 : 2.1	0.9	-7	2.0	-3	8	-1	1	9	/	-1.8
Cn1c(=O)c2cc(S(=O)(=O)N3CCN(c4cccc(C(F)(F)F)c4)CC3)ccc2n(C)c1=O
 : -0.1	-0.1	-7	0.5	-2	6	1	-3	3	105	-0.6
CCOC(=O)c1ccc2c(c1)N(CC#N)C(=O)C(C)(C)O2
 : 4.1	-0.8	-12	1.8	-4	-33	-8	-7	12	103	-2.5
O=C(CSc1nnc(COc2ccc(Br)cc2)o1)N1CCOCC1
 : 3.7	1.1	/	2.7	-3	-3	-8	-14	2	85	-0.3
COc1ccccc1CN1CCCC(N2CCN(c3ccccc3OC)CC2)C1 (centres undefined)
 : /	/	-10	3.7	-8	-8	-7	787	6	108	-1.3
COc1ccc(NC(=S)N(CCN(C)C)C(C)c2ccncc2)cc1Cl (centres undefined)
 : 0.0	-0.8	-9	3.7	-6	4	12	12	6	100	-1.1
CCOC(=O)c1ccccc1NC(=O)c1ccccc1SC
 : 0.6	-0.4	-19	-0.6	10	5	-14	12	-19	88	3.2
O=C(/C=C/c1ccc(OCc2c(F)cccc2Cl)cc1)N1CCOCC1
 : 2.2	0.8	-24	4.2	4	11	-2	11	5	98	-0.9
COc1ncnc(OC)c1NC(=O)c1ccc(F)cc1
 : 1.5	-0.7	-9	2.7	0	10	-3	-1	12	/	-2.3
C=CCN1C(=O)C(Cc2ccc(OCC)cc2)S/C1=N\N=C\c1cccs1 (centres undefined)
 : 1.4	0.4	-4	-0.4	-7	-8	-9	10	3	87	-0.5
O=C(NCC(c1ccco1)N1CCCCC1)c1ccc(S(=O)(=O)Nc2ccccc2Cl)cc1 (centres undefined)
 : -0.3	-1.3	-7	0.1	3	23	-7	1	7	123	-1.7
CC1Nc2ncnc(N3CCOCC3)c2N(Cc2ccccc2)C1=O (centres undefined)
 : 3.3	-2.2	6	2.4	-2	16	-9	-1	3	102	-0.7
CN(CC(=O)Nc1ccc(Cl)c(C(F)(F)F)c1)C(=O)Cc1n[nH]c(=O)c2ccccc12
 : 1.9	0.6	-47	4.1	6	-6	-2	-8	-9	101	1.9
Cc1cc(C)c(C)c(S(=O)(=O)Nc2ccccc2C(=O)O)c1C
 : 2.5	-0.7	-21	3.2	7	8	-4	3	15	103	-3.0
COc1ccc(NC(=O)N(C)C[C@H]2Oc3c(NC(=O)Nc4ccc5c(c4)OCO5)cccc3C(=O)N([C@H](C)CO)C[C@@H]2C)cc1
 : 1.6	-3.1	-7	2.1	-2	-6	0	-17	3	110	-0.6
O=C(Nc1ccc(N2CCN(c3ccccc3)CC2)c(F)c1)C1CC1
 : 2.7	1.4	-8	4.5	-6	39	-6	4	-3	97	0.5
O=C(c1ccoc1)N1CCC2(CC1)Oc1ccc(Cl)cc1C(=O)C21CC(c2ccc(Cl)cc2)=NO1 (centres undefined)
 : -0.7	2.4	18	1.6	1	7	0	-7	-8	97	1.4
COc1ccccc1N1CCN(c2ccnc3cc(Cl)ccc23)CC1
 : 0.3	-0.5	-61	0.3	3	-11	-1	3	-8	117	1.4
Cc1ccc2oc(C(=O)Nc3cc(C)on3)c(C)c2c1
 : 0.4	-1.9	4	2.2	-5	-34	-4	5	8	102	-1.6
CC1CCCN(C(=O)COC(=O)c2n[nH]c3ccccc23)C1 (centres undefined)
 : 3.2	-0.3	18	2.1	4	12	-1	-6	12	98	-2.1
CC1CCCN(c2nc3ccsc3c(=O)s2)C1 (centres undefined)
 : -1.1	-1.6	/	1.2	10	11	-6	-15	-22	100	4.6
OCCC1CN(Cc2cccn2-c2ccccn2)CCN1Cc1ccccc1 (centres undefined)
 : -0.1	-0.9	15	0.7	-7	3	-12	-5	0	96	-0.1
O=C(NCc1cccc(C(F)(F)F)c1)c1ccc(=O)[nH]c1
 : 3.7	-1.1	9	1.0	-12	31	0	-30	10	110	-1.9
Cc1ccc(F)c(NC(=O)c2c(-c3ccccc3)noc2C)c1
 : -0.3	0.9	-27	2.4	7	-16	-7	-9	10	110	-2.4
COc1cc(OC)cc(C(=O)Nc2ccc(S(=O)(=O)N(C)C)cc2)c1
 : 7.0	6.0	-1	5.2	-4	-4	-1	23	5	107	-0.9
CCOC(=O)c1c(C)n(C)c2cc(-c3ccc(F)cc3)c(O)cc12
 : 2.1	1.0	-2	4.0	1	10	-3	-14	-43	/	8.4
CC1CN(S(=O)(=O)c2ccc(C(=O)NCCCn3ccnc3)cc2)CC(C)O1 (centres undefined)
 : 1.2	0.0	17	4.5	-12	-1	-8	174	18	109	-3.5
FCCCOc1ccc(CN2CCN(c3ccccc3F)CC2)cc1
 : 3.0	-0.3	6	4.7	17	-6	5	-4	-32	103	5.9
Cc1ccc2oc(=O)n(CCCOc3ccccc3C)c2c1
 : 0.8	-0.8	-20	0.9	7	0	2	468	-26	103	5.1
Cc1cc(C(F)F)n2ncc(C(=O)N3CCCCC3)c2n1
 : 3.4	-0.5	9	1.8	-2	3	-12	-2	20	103	-3.7
Clc1cccc(CON/C=N/c2ncnc3sccc23)c1
 : -0.5	3.9	-137	1.2	2	1	-1	23	-36	112	6.4
Cc1csc(NC(=O)c2nc3nccc(C)n3n2)n1
 : -0.3	-0.4	24	0.8	-2	6	-8	/	13	98	-2.2
Cc1c(NC(=O)C(C)OC(=O)c2cc(Cl)nc(Cl)c2)c(=O)n(-c2ccccc2)n1C (centres undefined)
 : 2.4	0.3	10	2.9	-7	6	2	-23	12	110	-2.3
Cc1cc(C)n(-c2ccc(C(=O)OCC(=O)N3CCN(c4ccccc4)CC3)cc2)n1
 : 1.9	0.3	22	1.8	-2	-6	-12	-4	10	/	-2.6
COc1cccc(CN2CCNC(=O)C2CC(=O)NCc2cc(C(C)C)no2)c1 (centres undefined)
 : 1.0	-0.9	-11	0.0	-1	2	-4	-17	12	97	-2.4
COCCNC(=S)NNC(=O)c1cc(-c2cccnc2)nc2ccccc12
 : /	/	18	1.0	2	-8	-17	-22	13	112	-2.5
CCOC(=O)C1CCN(C(=S)Nc2cc(OC)c(OC)cc2C(=O)OC)CC1
 : -1.7	-1.6	-10	1.0	-3	13	-5	/	6	96	-1.1
Cc1cc(-n2nc(C)cc2C)n2nc(C)c(-c3ccccc3)c2n1
 : 4.2	0.2	-14	2.5	-7	5	-5	-7	1	102	-0.2

More compounds.
The line under a structure holds: AddAB inh	E coli growth	PfHsp90 yeast 2	phage Ecoli inh	Tat export inh	Arr AP2 block	PKA-R1A activ	Mot1-301 SUMO	OPRM1-OPRD1 inv	Pemphigus Ab inh	MOR-DOR ag
COc1ccc(NC(=O)C(c2cc3c(cc2[N+](=O)[O-])OCO3)N(C)Cc2ccccc2)cc1 (centres undefined)
 : 0.8	0.7	-15	2.6	8	10	-3	8	2	113	-0.5
CSc1ccc(/C=C/c2ccc3cccc(O)c3n2)cc1
 : -1.6	-6.8	60	0.1	-6	-1	-13	0	-12	82	2.4
O=C(OCC(=O)N(Cc1ccccc1)Cc1ccccc1)c1ccccc1O
 : 1.9	-0.8	-5	0.8	8	-11	-9	-14	0	/	0.0
CN(c1ccccc1)S(=O)(=O)c1nnc(NC(=O)c2ccco2)s1
 : 4.9	-2.2	7	0.6	0	5	8	-6	15	101	-3.1
Nc1n[nH]c2c1C1(CCCC1)Cc1ccccc1-2
 : 0.5	-1.5	-3	1.3	2	1	-6	-5	-2	101	0.3
COc1ccc(OCCC(=O)NC2=NCCS2)cc1
 : 1.1	0.5	54	2.1	6	-3	-3	2	17	109	-3.3
Oc1ccc(/C=N/Nc2ccc(C(F)(F)F)cn2)cc1
 : 0.0	1.6	-27	4.6	-6	-10	0	18	-23	102	5.1
O=C1C(Cc2ccccc2)Nc2ncnc(N3CCc4ccccc4C3)c2N1Cc1ccccc1 (centres undefined)
 : 0.4	-0.7	25	/	-2	13	2	-5	-4	100	0.6
CN1CCN(c2nc(N3CCN(CCO)CC3)nc3ccccc23)CC1
 : -0.2	-3.0	-16	2.5	-8	0	1	/	11	104	-2.1
COc1ccc(-n2c(Cn3c(=O)sc4ccccc43)nnc2SCC(=O)N2CCOCC2)cc1
 : 2.8	-3.0	24	0.6	-1	22	0	-8	9	108	-1.8

Rows were taken by chance; any-hit rate near 2.8%.
